Screening data as filed in PubChem BioAssay.
EBNA-1 inhibitor: blocks EBNA-1 binding to DNA; EBNA-1 DNA binding, fluorescence polarization; inhibition, % at 14.8 µM; 300,000 compounds, 0.34% hits; AID 1950; in the data active means inhibition above about 28%
Yeast superoxide: caloric restriction mimetics inhibiting age-related superoxide in yeast | superoxide response (% of plate mean), % at 10 µM | 330,000 compounds, 0.18% hits | S. cerevisiae aged cells, superoxide DHE fluorescence; active compounds read low;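 active means superoxide response under a set limit, about three screen SD below normal, cut at about 65% in these data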;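 further: yeast aged for seven days with compound at 30 °C before DHE staining; 100% = average MFI of all compound-treated wells on the plate with controls excluded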
MCL1 BIM primary: inhibitors of human MCL1 binding to BIM-BH3 peptide; GST-MCL1 / FITC-Bim-BH3 fluorescence polarization; inhibition, % at 10.9 µM; 320,000 compounds, 0.68% hits; AID 2057;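 active means inhibition above the mean inhibition of all tested compounds plus 3 SD, set per campaign, cut at about 40% in these data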;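 further: 0% = DMSO wells and 100% = unlabeled Bim-BH3 peptide control; higher means more loss of mP so more displacement of Bim peptide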
GLD-1 RNA inh: GLD-1-TGE RNA interaction inhibition (C. elegans); purified GLD-1 + fluorescein TGE RNA, fluorescence polarization; Q17339; inhibition, % at 5.96 µM; 320,000 compounds, 0.44% hits;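 active means percent inhibition above a per-plate cutoff, the plate mean of test compounds plus 3 SD, cut at about 30% in these data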;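 further: 0% = DMSO wells with GLD-1 and probe and 100% = wells lacking GLD-1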
Target sequence (Q17339 whole entry, looked up): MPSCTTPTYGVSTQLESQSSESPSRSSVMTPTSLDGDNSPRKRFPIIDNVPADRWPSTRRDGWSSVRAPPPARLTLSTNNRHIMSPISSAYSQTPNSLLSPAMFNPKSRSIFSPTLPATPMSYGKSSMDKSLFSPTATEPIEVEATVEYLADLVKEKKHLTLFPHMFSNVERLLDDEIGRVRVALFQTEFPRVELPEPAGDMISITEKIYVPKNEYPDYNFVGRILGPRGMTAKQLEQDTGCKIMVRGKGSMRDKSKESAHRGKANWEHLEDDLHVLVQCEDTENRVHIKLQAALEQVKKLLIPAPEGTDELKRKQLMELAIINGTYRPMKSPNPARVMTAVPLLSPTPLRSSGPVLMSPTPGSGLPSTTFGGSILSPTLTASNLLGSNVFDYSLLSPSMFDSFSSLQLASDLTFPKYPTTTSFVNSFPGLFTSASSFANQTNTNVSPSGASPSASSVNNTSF
Bcl-xL primary: blocks human Bcl-xL binding to Bim BH3 peptide; Q07817; GST-Bcl-xL / FITC-Bim BH3 peptide fluorescence polarization; inhibition, % at 10.9 µM; 320,000 compounds, 0.7% hits; AID 2129;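 active means inhibition above the mean of all tested compounds plus 3 SD, cutoff set per campaign, cut at about 30% in these data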;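 further: 0% = DMSO wells and 100% = unlabeled Bim-BH3 peptide competitor; inhibitors lower millipolarization by displacing the labeled peptide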
ZTA DNA inh: ZTA (EBV) inhibition in EBNA-1 counter-screen; P03206; ZTA-DNA binding, fluorescence polarization; inhibition, % at 11 µM; 320,000 compounds, 0.15% hits; AID 2234; in the data active means inhibition above about 33%
Fam108B inh: counter-screen for RBBP9 inhibitors: inhibitors of mouse Fam108B. recombinant Fam108B, FP-Rh probe fluorescence polarization. 300,000 compounds, 0.33% hits. inhibition, % at 9.51 µM. AID 1947;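 active means inhibition above the screen mean inhibition plus 3 SD, computed separately per campaign, cut at about 18% in these data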;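 further: inhibitors lower polarization as less probe binds the enzyme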
MEX-5 binding: C. elegans MEX-5 TCR-2 RNA binding activity | activity score (negative = inhibition of binding), % at 10 µM | MEX-5/FITC-TCR2 RNA binding, fluorescence polarization; active compounds read low | AID 1832 | 300,000 compounds, 0.38% hits;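 active means inhibition past about -25% in most replicates, and total fluorescence under double the plate's negative control median, limit read from the data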;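 further: 0% = DMSO and -100% = 5 µM competing unlabeled TCR2 RNA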
Target sequence (Q9XUB2 whole entry, looked up): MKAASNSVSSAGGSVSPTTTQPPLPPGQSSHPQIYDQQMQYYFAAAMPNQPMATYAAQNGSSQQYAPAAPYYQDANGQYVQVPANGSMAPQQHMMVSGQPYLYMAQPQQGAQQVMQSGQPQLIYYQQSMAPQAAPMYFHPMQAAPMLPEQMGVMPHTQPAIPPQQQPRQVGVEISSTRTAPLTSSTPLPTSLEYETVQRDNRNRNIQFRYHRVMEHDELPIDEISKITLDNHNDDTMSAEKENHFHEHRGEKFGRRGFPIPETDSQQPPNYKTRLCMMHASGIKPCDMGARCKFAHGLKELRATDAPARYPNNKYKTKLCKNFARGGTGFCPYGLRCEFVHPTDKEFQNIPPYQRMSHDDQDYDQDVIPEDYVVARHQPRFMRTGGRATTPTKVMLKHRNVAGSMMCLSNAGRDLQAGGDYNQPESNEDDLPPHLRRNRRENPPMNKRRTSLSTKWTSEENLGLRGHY
Efflux pump mplx: blocks antifungal efflux pumps in multiplex yeast assay; inhibition, % at 10 µM; 330,000 compounds, 0.44% hits; S. cerevisiae Candida pump triplex, Nile Red efflux; AID 485275;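 active means plate passing quality check with inhibition over a set limit, or well fluorescence over plate mean plus 4 SD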;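 further: Nile Red retained in pooled yeast measured as flow cytometry median fluorescence; 0% = buffer negative control and 100% = Enniatin B positive control; higher means more Nile Red kept so more efflux inhibition; some compounds called inactive have numbers as strong as hits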
Active calls of the source: *; x = no result given.

canonical_smiles	EBNA-1 inhibitor	Yeast superoxide	MCL1 BIM primary	GLD-1 RNA inh	Bcl-xL primary	ZTA DNA inh	Fam108B inh	MEX-5 binding	Efflux pump mplx
Cn1nccc1C(=O)N1CCCC(N2CCN(c3cccc(C(F)(F)F)c3)CC2)C1 (centres undefined)	-1	93	11	3	7	9	0	0.8	0.0
COC(=O)C1=C(C)NC(=O)/C1=C\c1ccc2c(c1)OCO2	14	95	0	1	5	25	-8	-4.1	0.0
CC(=O)N(c1nnc(-c2ccc(C)cc2)s1)C1CCCC1	-1	96	0	4	-1	2	-1	-0.7	-0.1
O=C(Nc1ccc(Oc2ccc(NC(=O)Nc3ccc([N+](=O)[O-])cc3)cc2)cc1)Nc1ccc([N+](=O)[O-])cc1	2	100	-1	4	3	-5	12	-0.4	0.1
NC(CC(=O)OC1CCCCC1)C(=O)OC1CCCCC1 (centres undefined)	-2	99	-3	-1	-8	-6	1	0.8	0.0
COc1ccc2c(c1)C(NS(=O)(=O)OCC(Cl)(Cl)Cl)CCC2 (centres undefined)	-5	110	12	5	3	6	-2	-0.3	0.1
O=C(COC(=O)/C=C/c1cccc(C(F)(F)F)c1)NC(c1ccccc1)c1ccccc1	-6	104	-2	8	5	8	-5	2.2	-0.1
c1ccc(-c2ccccc2OCCCN2CCOCC2)cc1	-7	143	6	4	4	-5	4	0.9	0.2
CC1=CCC(/C=N\Nc2nnc3c(n2)[nH]c2ccccc23)CC1 (centres undefined)	-9	102	3	1	3	1	2	-0.9	0.2
Cc1ccccc1-c1n[nH]c(=S)n1C	4	99	-3	-7	-2	6	6	-1.6	-0.1
COc1ccc2[nH]c(C(=O)NCCCN3CCCC3=O)c(C)c2c1	-19	91	1	3	8	1	2	1.0	0.6
O=C(c1ccc(CS(=O)(=O)c2ccc(Br)cc2)o1)N1CCN(c2ccccn2)CC1	3	94	-6	6	-3	7	1	-1.0	-0.2
COc1ccc(-c2csc(NC(=O)c3ccc(N4C(=O)CCC4=O)cc3)n2)cc1OC	-3	94	-6	-5	2	10	4	0.2	-0.1
CN(Cc1ccccc1)C1=CC(=[N+]2CCCCC2)CC(C)(C)C1	-3	103	-15	4	-9	16	-1	-2.1	0.0
COc1ccc(CNC(=O)CCN2C(=O)c3ccccc3C2=O)cc1	6	95	2	0	4	12	-2	2.4	-0.4
O=S(=O)(Nc1ccc(S(=O)(=O)N2CCCCC2)cc1)c1ccc(Br)s1	-8	98	0	0	8	-16	1	0.2	-0.1
O=S(=O)(NCC1CCCO1)c1ccc(S(=O)(=O)N2CCCC2)cc1 (centres undefined)	22	91	-2	5	2	19	2	-4.7	0.0
O=C(NNC(=O)c1ccccc1Br)c1cccs1	-11	102	2	8	-1	-19	1	-3.8	0.1
CCOC(=O)N1CCN(C(=O)C2CCCN(S(=O)(=O)c3ccc(F)cc3)C2)CC1 (centres undefined)	4	82	7	0	2	-7	7	-4.4	-0.2
O=C(NC1=NCCS1)c1ccc(Cl)c(S(=O)(=O)N2CCOCC2)c1	1	128	5	1	-4	11	-10	-1.9	0.2
COc1ccc(Cc2nnc(NN)[nH]c2=O)cc1OC	-2	100	-1	0	4	0	-4	-5.2	0.1
Cc1ccccc1C(=O)OCCN1CCOCC1	-7	111	-2	4	5	-12	0	1.1	-0.1
C/C(N)=C(/C#N)C(=O)COC(=O)c1ccc(O)cc1	-11	126	2	5	4	6	2	0.0	0.2
COc1c(C)cc(C(=O)C2CCCN(C(=O)c3cc(C)n(C)n3)C2)cc1C (centres undefined)	-1	92	2	1	3	-7	0	-2.1	0.1
Cc1c(NC(=O)c2cc3nc(-c4ccc(Cl)cc4)cc(C(F)(F)F)n3n2)c(=O)n(-c2ccccc2)n1C	5	92	3	4	3	-23	-1	2.9	0.1
O=S(=O)(c1ccc(Nc2ccc3c(c2)OCO3)nc1)N1CCOCC1	0	101	-1	-4	5	2	0	-1.6	0.2
c1ccc(OCCCn2nnc(-c3ccc(N4CCOCC4)cc3)n2)cc1	-23	107	-3	-4	2	3	-5	2.9	-0.1
O[C@H]1c2ccccc2[C@H](Cc2cncs2)[C@@H]1Br	x	82	6	-2	0	-4	x	x	-0.2
COc1ccc(Nc2ccc(Cl)cc2)c(C(=O)O)c1	-13	103	7	5	2	-7	6	1.8	-0.1
O=C(Nc1ccccc1)Nc1cccc(Cl)c1Cl	10	103	3	7	4	10	-9	1.9	-0.1
CC1(NC(=S)Nc2ccccc2)CCS(=O)(=O)C1 (centres undefined)	-1	113	3	10	-1	-4	3	0.0	-0.1
COC(=O)CN1C(=O)C2(C(C#N)=C(N)Oc3n[nH]c(-c4cccs4)c32)c2ccccc21 (centres undefined)	-6	101	-2	-8	7	-5	-3	-1.1	0.2
CCSc1nc2ccccc2n1CC(=O)OC	-4	89	2	-1	-1	0	2	-2.2	0.2
Cc1ccc(S(=O)(=O)Nc2ccccc2-c2nc3ccccc3[nH]c2=O)cc1	x	106	-2	4	3	0	x	x	0.0
Cc1cccc(C2NC(=O)c3ccccc3O2)c1 (centres undefined)	-7	95	-3	4	4	-3	-4	-0.3	0.1
O=S(=O)(NC1CCCCC1)c1cccc(-c2nnc(-c3ccccc3)o2)c1	7	95	10	5	9	-1	-5	-1.0	0.0
Cc1nnc(Nc2ccc(Cl)cc2)n(N)c1=O	-7	95	1	3	-2	-2	5	-0.2	0.0
CCOc1ccc(NC(=O)Nc2nnc(CC)s2)cc1	-4	95	2	-3	4	8	2	0.9	0.1
COc1ccccc1CC(=O)Nc1cccc(F)c1	2	93	-2	1	-2	-3	2	0.3	0.0
O=C(CCN1C(=O)/C(=C/c2cccs2)SC1=S)N1CCCCC1	4	102	-7	-9	-5	-7	-3	-9.9	0.2
COC(=O)c1ccc(NC(=O)CSc2nncc3ccc(OC)c(OC)c23)cc1	-8	119	0	-4	2	-4	-6	-0.5	0.1
O=C(N/N=C/c1ccccn1)c1cc(-c2ccc(Br)cc2)nc2ccccc12	-13	92	8	3	5	-4	-30	-1.2	0.2
Cc1ccc(C2=NC3(CCCCCC3)NC2=S)cc1	0	97	-3	5	7	-4	0	-2.2	0.0
COc1cc(C(=O)NCCOc2cccc(C)c2)c(Br)c(OC)c1OC	-4	93	3	5	2	7	2	-0.8	-0.1
Cc1cc(N2CCN(Cc3ccccc3)CC2)n2nc(C)c(-c3ccccc3)c2n1	-2	79	5	3	1	-10	3	0.2	0.5
Cc1cc(C(=O)NNC(=O)Nc2ccccc2)no1	-2	100	2	5	3	2	-2	-2.3	0.0
O=c1[nH]c2ccccc2c2ccccc12	0	102	-7	-3	-2	-17	1	-1.3	0.4
CN(CCO)Cc1csc2ccc(Br)cc12	0	89	6	0	7	4	2	0.5	0.0
O=C(O)Cc1ccc(NS(=O)(=O)c2ccc3ccccc3c2)cc1	2	102	-5	-4	1	-4	-2	-0.9	-0.2
CCOc1ccccc1N(CC(=O)Nc1ccccc1)S(=O)(=O)c1ccccc1	8	107	6	-6	0	6	3	-1.5	0.2

(next part)
canonical_smiles	EBNA-1 inhibitor	Yeast superoxide	MCL1 BIM primary	GLD-1 RNA inh	Bcl-xL primary	ZTA DNA inh	Fam108B inh	MEX-5 binding	Efflux pump mplx
Cc1cccc(C)c1NC(=O)NC1(C(=O)NCCCN2CCOCC2)CCCCC1	-6	92	3	6	6	2	3	-0.1	0.1
COc1ccc(C(=O)O)c(OC)n1	-6	106	-5	3	-2	7	-1	-1.0	0.1
Cc1ccc(NC(=O)CCC(=O)NNS(=O)(=O)c2ccccc2)cc1C	-4	95	3	-2	2	8	-2	-0.5	-0.1
Cc1cc(N2Cc3ccccc3C2)ccc1C=O	3	105	-3	-4	8	-9	4	-1.5	0.1
CCOC(=O)c1[nH]c2c(c1-c1ccccc1)C(=O)CC(c1ccc(OCC)cc1)C2 (centres undefined)	0	100	8	-1	5	30	-1	0.7	-0.1
CCCOc1ccc(/C(O)=C2\C(=O)C(=O)N(CCCOC)C23C(=O)N(C)c2ccccc23)cc1 (centres undefined)	-4	93	4	3	0	-8	3	-0.5	-0.1
Cc1ccc(-c2ccc(CCC(=O)O)n2NC(N)=S)cc1	13	96	4	-9	2	4	1	-1.5	-0.2
CC1CCCC(NC(=O)C2N(CCCN3CCCC3)C(=O)C3C(C(=O)Nc4cccc(Cl)c4)C4C=CC32O4)C1C (centres undefined)	-11	101	0	-4	-1	6	2	-2.3	0.2
CN(Cc1ccccc1O)CC1CCCN(CCc2ccc(Cl)cc2)C1 (centres undefined)	-3	95	7	7	6	16	4	2.8	0.1
CCOC(=O)c1c(-c2cccs2)csc1NC(=O)CSc1ncn[nH]1	-11	98	-5	6	-1	-5	-8	-3.5	0.2
CCCCCCCC(=O)NN=C1CCN(Cc2ccccc2)CC1	-1	101	2	-6	3	1	-1	1.5	0.2
COc1ccc(C)cc1S(=O)(=O)N(CC(=O)N1CCCC1)c1ccccc1	9	93	-3	0	10	-11	5	-0.1	-0.2
O=C(N[C@H]1CCC(=O)N(CCSc2ccc(Br)cc2)CC1)OCc1ccccc1	x	99	3	-2	4	4	x	x	-0.3
O=C(NC1CSC/C1=N\O)c1ccccc1 (centres undefined)	1	90	5	4	5	-7	1	-2.5	-0.1
COc1ccc(S(=O)(=O)N2CCOCC2)cc1NC(=O)Cc1ccc(Cl)c(Cl)c1	2	94	5	2	6	-2	1	-1.6	-0.1
CC1(C)c2[nH]c3ccccc3c2C[C@H]2C(=O)N(CCCCCO)CC(=O)N21	3	102	-4	-5	3	4	-2	-0.3	0.1
CC(=O)c1c(O)cc(=O)n(-c2ccccc2)c1-c1cccc2ccccc12	-6	103	-3	5	1	4	-5	-1.4	0.1
CC(=O)Nc1ccc(S(=O)(=O)NC2(C(F)(F)F)NC(=O)N(C3CCCCC3)C2=O)cc1 (centres undefined)	15	114	-3	5	2	3	1	x	0.0
O=C(c1cc(-c2ccc3c(c2)OCO3)on1)N1CCOCC1	1	101	9	4	2	2	-1	1.2	0.2
C=CCn1c(C)cc(C(=O)COC(=O)C2CC(=O)N(CCc3ccc(OC)c(OC)c3)C2)c1C (centres undefined)	-20	89	-4	-1	-4	-25	1	-2.2	0.0
Cc1cc(C(=O)OCC(=O)NCCc2ccccc2)c(C)o1	-7	107	0	3	1	5	-2	0.8	-0.1
CC(CC(=O)Nc1cccc(Cl)c1)c1ccccc1 (centres undefined)	15	89	3	4	1	4	0	-1.2	-0.4
COc1ccccc1-n1cnc2c(c1=O)c1nc3ccccc3nc1n2-c1ccc(C)cc1	2	103	9	-3	2	-5	-3	-0.8	0.2
COc1ccc(C(c2nnnn2Cc2ccccc2)N2CCN(c3nc4ccccc4s3)CC2)cc1OC (centres undefined)	3	98	-1	1	4	12	0	3.6	0.0
Cc1c(Cl)cccc1-c1ccc(C(=O)N2CCN(c3ccc([N+](=O)[O-])cc3)CC2)o1	-12	92	-2	2	-4	1	-12	-0.1	0.3
CC(=O)OC(C(=O)NC1CCCCC1)c1ccc(C)cc1 (centres undefined)	4	89	-3	4	6	-9	2	3.2	0.0
